Source: PubChem
EBV LMP1 NFkB = Epstein-Barr LMP1 NF-kappaB reporter inhibition; LMP1-induced NF-kappaB luciferase reporter cells, luminescence; inhibition, % at 12.5 µM; 350,000 tested, 0.69% active; in the data active means inhibition above about 41%;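 further: 0% = neutral control wells and 100% = reference inhibitor control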
NR2E3 ag-1 = NR2E3 (human) agonism; inhibition of corepressor binding, % at 4.78 µM; AID 2300; 320,000 tested, 0.12% active; Q9Y5X4; GST-NR2E3/biotin-RetCOR TR-FRET, 1536-well;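 active means percent inhibition above the cutoff of mean plus 3 SD of all tested compounds, set per screening campaign, cut at about 20% in these data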;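 further: 0% = DMSO wells and 100% = biotin wells as full block of FRET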
Target sequence (Q9Y5X4 whole entry, looked up): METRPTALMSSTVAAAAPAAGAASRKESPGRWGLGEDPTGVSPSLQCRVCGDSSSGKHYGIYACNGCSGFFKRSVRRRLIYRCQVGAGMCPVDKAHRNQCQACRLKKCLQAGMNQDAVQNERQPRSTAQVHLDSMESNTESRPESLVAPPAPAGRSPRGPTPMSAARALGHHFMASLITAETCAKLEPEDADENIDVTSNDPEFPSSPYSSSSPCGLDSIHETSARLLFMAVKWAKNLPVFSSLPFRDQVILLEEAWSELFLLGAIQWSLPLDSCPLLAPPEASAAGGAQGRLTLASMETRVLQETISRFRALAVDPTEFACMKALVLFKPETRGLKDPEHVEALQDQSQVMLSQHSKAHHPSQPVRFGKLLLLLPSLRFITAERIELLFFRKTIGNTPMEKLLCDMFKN
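System: GST-NR2E3 and biotin-RetCOR proteins; probe or stimulus: 7 nM biotin-RetCOR; doses: compound at 4.8 µM, single dose; schedule: Compound–protein incubation for 5 h at 4 °C; detection: time-resolved FRET; read-out: percent inhibition; controls: biotin wells as high control, 0.6% DMSO wells as low control; format: 1536-well plates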
HIF-2a inh = blocks HIF-2a reporter activity; 786-0 RCC cells HIF-2a reporter, luciferase luminescence, overnight; inhibition, % at 18.8 µM; 360,000 tested, 0.72% active;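 active means inhibition of the luminescence signal of 40% or more relative to plate controls, in a single-dose primary screen at 18.75 µM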
MITF TRPM1 inh = reduces MITF-dependent TRPM1 promoter luciferase signal. SK-MEL-5 TRPM1 promoter luciferase, 24 h. inhibition, % at 12.5 µM. 330,000 tested, 0.83% active;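 active means mean inhibition across replicates of 60% or more, whatever share of single replicates reaches that level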; further: values of inactives mirror those of a sister screen read the other way
C8 TRAIL sens = sensitizes caspase-8 expressing cells to TRAIL; NB7+C8 cells + TRAIL, ATPlite viability luminescence; inhibition (viability loss, TRAIL sensitization), % at 10 µM; 360,000 tested, 1% active; AID 624354;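 active means compounds causing at least 50% loss of cell viability in the single-dose screen, relative to plate controls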
CF NFkB block = blocks PAF-induced NF-kB reporter in cystic fibrosis cells. KKLEB NF-kB-GFP reporter, GFP fluorescence overnight. inhibition, % at 5 µM. 360,000 tested, 0.86% active. AID 588850;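 active means at least 50% inhibition at 5 µM, scaled per plate between neutral and stimulator controls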;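 further: PAF is a Pseudomonas aeruginosa culture filtrate used as stimulus; plate controls were PAF-stimulated DMSO wells for no effect and unstimulated DMSO wells for full effect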
Peg3 promoter = Peg3 promoter activity inhibition; 360,000 tested, 1.7% active; HeLa PEG-Prom luciferase reporter, luminescence, overnight; inhibition, % at 20 µM;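 active means inhibition of at least 50% at 20 µM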
Shn3 3UTR inh = Schnurri-3 reporter inhibition in Clone20 osteoblasts | Clone20 osteoblast Shn3 3'UTR firefly luciferase, 24 h | inhibition, % at 12.5 µM | 360,000 tested, 0.52% active;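 active means mean inhibition of at least 75% with every replicate also reaching 75%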;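 further: 0% = median of neutral control wells and 100% = pilot-screen positive control compound; some compounds past the cut are filed as inactive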
NR2E3 ag-2 = human photoreceptor-specific nuclear receptor agonism | 360,000 tested, 0.35% active | CHO-S Gal4-NCOR/VP16-NR2E3 two-hybrid, luciferase | Q9Y5X4 | inhibition of corepressor binding, % at 3.98 µM | AID 602229;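 active means inhibition above the mean of all tested compounds plus 3 SD, cut at about 70% in these data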;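 further: 0% = DMSO with NR2E3 transfected cells and 100% = cells lacking NR2E3 construct; higher means lower luciferase signal from less NR2E3 corepressor binding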
hiPSC survival = hiPSC single-cell survival enhancement; ATPlite luminescence; 100% = ROCK inhibitor wells, 0% = DMSO; survival enhancement, % at 20 µM; 360,000 tested, 0.044% active; AID 602274; in the data active means survival enhancement above about 18%;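 further: cells exposed to compounds for 16 hours before the ATP read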
KKLEB cytotox = counter-screen for CF NF-kB inhibitors: cytotoxicity; KKLEB CF airway cells viability, ATPlite luminescence, overnight; hits give low values; cells stimulated with P. aeruginosa culture filtrate; activity change (cytotoxicity), % at 5 µM; 360,000 tested, 0.36% active;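 active means corrected activity change at or below -50% at 5 µM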
Starred values were filed as active, the others as inactive; · = no result given.

SMILES	EBV LMP1 NFkB	NR2E3 ag-1	HIF-2a inh	MITF TRPM1 inh	C8 TRAIL sens	CF NFkB block	Peg3 promoter	Shn3 3UTR inh	NR2E3 ag-2	hiPSC survival	KKLEB cytotox
COc1ccc(N2CCN(C3CCCN(Cc4ccc(F)cc4Cl)C3)CC2)cc1 (stereo unspecified)	4	-2	19	6	6	-6	7	11	17	-0.3	4
Cc1nn2c(NC(C)C)c3c(nc2c1-c1ccccc1)CCC3	8	-2	15	7	7	11	2	12	0	1.7	-5
Cc1nc2c(-c3ccc(F)cc3)c(C)nn2c(N2CCOCC2)c1C	-1	0	6	0	0	20	12	1	-10	0.1	-12
CCCN(Cc1cc2cc(OC)ccc2[nH]c1=O)C(=O)c1ccncc1	4	3	12	12	-11	-2	13	0	-32	-0.4	1
Cc1ccc(-c2cc(C(=O)O)n(-c3ccc(S(N)(=O)=O)cc3)n2)cc1	-13	1	3	-5	-1	9	16	4	-16	-1.1	6
O=C(Nc1cn(-c2ccccc2)nc1-c1ccccc1)c1ccccc1	-3	2	-98	-6	0	-2	-30	-15	-15	-0.6	-11
CC(C)c1nnc(NC(=O)C2CCCN2C(=O)Nc2cccc(Cl)c2)s1 (stereo unspecified)	0	1	6	6	-15	10	3	-5	17	0.6	1
CC1CCN(S(=O)(=O)c2ccc(NC(=O)CN3CCCC3)cc2)CC1	-3	0	10	-5	6	-5	12	-5	-33	-0.4	-5
COc1ccc(/C=N/OC/C(O)=C(\C#N)c2nc3ccccc3[nH]2)cc1OC	5	0	-2	-1	-5	-3	3	-38	-28	-0.9	-1
C=CCOC(=O)C1=C[C@H](c2cn(C(C)=O)c3ccccc23)[C@@H](CCCO)[C@H](OCC)O1	-4	3	17	4	4	10	4	21	-10	0.0	-8
CC(C)OC(=O)C1C(=O)CC(C)(O)C(C(=O)OC(C)C)C1c1cccnc1 (stereo unspecified)	-1	-1	4	0	-1	-6	9	3	-39	1.3	5
COc1ccc(Cl)cc1NC(=O)COC(=O)c1cc(NS(=O)(=O)c2cccs2)ccc1O	0	1	13	2	-5	11	13	23	6	-0.1	3
CN1CCN(CCCNC(=S)Nc2ccc(F)c(Cl)c2)CC1	2	0	9	9	5	-4	10	-22	-7	-0.2	3
Cc1nc(S(=O)(=O)Nc2ccccc2C(=O)NCC2CC2)cn1C	-4	0	4	-1	-12	5	-4	4	-37	-0.1	1
Cc1cc(Cl)cc(Cl)c1OCC(=O)NCc1ccco1	-6	0	17	-21	14	-1	-5	-4	-19	-2.0	0
CSc1cccc(NCc2ccc([N+](=O)[O-])cc2)c1	-5	1	-38	0	-2	-9	0	-9	15	-0.5	-13
Oc1cccc2ccc(/C=C/c3cccs3)nc12	-68	1	-65	4	22	-3	37	-9	-148	-1.2	-5
COc1ccccc1-c1sc2ccccc2c1C#CC1(O)CCCCC1	-17	·	21	1	-4	-22	16	17	16	4.0	6
CCOc1ccccc1N(CC(=O)NCCc1ccc(OC)c(OC)c1)S(=O)(=O)c1ccccc1	-4	2	24	8	1	7	3	11	-21	-0.2	7
CN(C)CCCNc1cn[nH]c(=O)c1Cl	3	-1	-17	8	-27	-5	8	7	15	1.9	5
O=C(N/N=C/c1ccco1)c1cc(-c2ccccc2)n[nH]1	12	0	-107	-5	6	7	-65	-25	-13	0.7	9
COc1cccc(/C(O)=C2/C(=O)C(=O)N(CCCN3CCOCC3)C2c2ccncc2)c1 (stereo unspecified)	0	-2	10	-7	13	-2	1	4	-13	1.1	4
CCOc1ccc(N(CC(=O)N2CCCC2)S(=O)(=O)c2c(C)noc2C)cc1	-8	1	-1	-3	8	-10	2	-21	-1	0.0	-2
O=C(Nc1ccc(Cl)cc1)C1CCN(C(=O)c2ccco2)CC1	-3	4	-14	3	5	-14	-27	1	-16	-0.3	-1
Cc1nn(Cc2c(Cl)cccc2Cl)c(C)c1NC(=O)c1sc2ccccc2c1Cl	1	0	6	38	23	40	49	37	-8	-1.9	-25
O=C(C1CCN(S(=O)(=O)c2ccc(-n3cnnn3)cc2)CC1)N1CCCCC1	8	3	8	9	7	8	3	15	2	-0.6	2
Cn1c(SCC(=O)c2ccccc2)nnc1C1COc2ccccc2O1 (stereo unspecified)	0	2	-11	6	22	-8	-21	·	-20	-0.8	8
COc1ccc(C(C)=O)cc1CN1CCCCC1	-1	0	19	5	-11	4	1	12	-20	-1.1	3
Cc1ccc(NCc2ccc([N+](=O)[O-])s2)cc1	-5	2	-52	-14	-4	-23	-32	-32	0	-0.7	-9
O=C(c1cccnc1NCc1ccccc1)N1CCOCC1	-6	3	4	2	9	-8	9	-8	-1	-0.6	-3

Arranged by length of the SMILES (lowest first): some entries from above.
SMILES	EBV LMP1 NFkB	NR2E3 ag-1	HIF-2a inh	MITF TRPM1 inh	C8 TRAIL sens	CF NFkB block	Peg3 promoter	Shn3 3UTR inh	NR2E3 ag-2	hiPSC survival	KKLEB cytotox
COc1ccc(C(C)=O)cc1CN1CCCCC1	-1	0	19	5	-11	4	1	12	-20	-1.1	3
Oc1cccc2ccc(/C=C/c3cccs3)nc12	-68	1	-65	4	22	-3	37	-9	-148	-1.2	-5
O=C(c1cccnc1NCc1ccccc1)N1CCOCC1	-6	3	4	2	9	-8	9	-8	-1	-0.6	-3
Cc1cc(Cl)cc(Cl)c1OCC(=O)NCc1ccco1	-6	0	17	-21	14	-1	-5	-4	-19	-2.0	0
Cc1ccc(NCc2ccc([N+](=O)[O-])s2)cc1	-5	2	-52	-14	-4	-23	-32	-32	0	-0.7	-9
CSc1cccc(NCc2ccc([N+](=O)[O-])cc2)c1	-5	1	-38	0	-2	-9	0	-9	15	-0.5	-13
COc1ccccc1-c1sc2ccccc2c1C#CC1(O)CCCCC1	-17	·	21	1	-4	-22	16	17	16	4.0	6
Cn1c(SCC(=O)c2ccccc2)nnc1C1COc2ccccc2O1 (stereo unspecified)	0	2	-11	6	22	-8	-21	·	-20	-0.8	8
O=C(Nc1ccc(Cl)cc1)C1CCN(C(=O)c2ccco2)CC1	-3	4	-14	3	5	-14	-27	1	-16	-0.3	-1
Cc1nc(S(=O)(=O)Nc2ccccc2C(=O)NCC2CC2)cn1C	-4	0	4	-1	-12	5	-4	4	-37	-0.1	1
CCOc1ccc(N(CC(=O)N2CCCC2)S(=O)(=O)c2c(C)noc2C)cc1	-8	1	-1	-3	8	-10	2	-21	-1	0.0	-2
O=C(C1CCN(S(=O)(=O)c2ccc(-n3cnnn3)cc2)CC1)N1CCCCC1	8	3	8	9	7	8	3	15	2	-0.6	2
COc1cccc(/C(O)=C2/C(=O)C(=O)N(CCCN3CCOCC3)C2c2ccncc2)c1 (stereo unspecified)	0	-2	10	-7	13	-2	1	4	-13	1.1	4
CCOc1ccccc1N(CC(=O)NCCc1ccc(OC)c(OC)c1)S(=O)(=O)c1ccccc1	-4	2	24	8	1	7	3	11	-21	-0.2	7

Later entries:
SMILES	EBV LMP1 NFkB	NR2E3 ag-1	HIF-2a inh	MITF TRPM1 inh	C8 TRAIL sens	CF NFkB block	Peg3 promoter	Shn3 3UTR inh	NR2E3 ag-2	hiPSC survival	KKLEB cytotox
Cc1nc(N2CCCCC2)c2sc(=S)n(C)c2n1	6	-2	-37	-1	3	27	-11	-4	-8	0.3	-6
Cc1nc(=O)c(-c2ccccc2)c(C)n1-c1ccc(Br)cc1	·	-4	14	·	-12	1	14	5	-16	-0.4	3
O=C(C1CCCN(S(=O)(=O)c2cnc[nH]2)C1)N1CCN(c2ccc(Cl)cc2)CC1 (stereo unspecified)	4	-4	0	-2	-17	5	-2	8	-23	-1.8	-6
Cc1cc(C(=O)N2CCCC(CO)(Cc3ccc(F)cc3F)C2)nn1C (stereo unspecified)	4	·	-2	·	-15	1	16	-5	-20	-0.6	-10
CCOC(=O)C1(Cc2ccccc2C)CCCN(S(C)(=O)=O)C1 (stereo unspecified)	-1	5	13	0	2	4	4	12	-38	-0.6	4
O=C(N/C(=C\c1ccc([N+](=O)[O-])cc1)C(=O)N1CCCCC1)c1ccccc1	-5	3	3	-8	-4	-9	4	-5	-26	2.1	6
COc1cccc(N2CCN(C(=O)C3C4C=CC5(CN(Cc6ccccc6Cl)C(=O)C35)O4)CC2)c1 (stereo unspecified)	8	0	7	11	-3	6	19	-8	-28	4.0	5
CC(=O)c1cccc(NC(=O)C2C3CCC(C3)C2C(=O)O)c1 (stereo unspecified)	1	4	15	4	15	6	15	6	-13	-0.5	5
COc1cccc(NC(=O)N(CCN(C)C)C(C)c2cccnc2)c1 (stereo unspecified)	-5	-2	9	-6	-7	10	1	-1	7	-0.6	-10
Cc1c(C(=O)N2CCN(c3ccccc3)CC2)sc2nc3n(c(=O)c12)CCC3	-3	-1	-4	0	-7	1	-2	-7	-28	0.0	2
O=C(N/N=C/c1ccccn1)c1ccco1	-3	-2	-68	-5	31	-1	-29	-11	-35	-1.9	3
CCc1ccc(/C=C2\SC(=S)N(CCCC(=O)Nc3cc(C)on3)C2=O)cc1	37	·	77*	·	-10	-12	72*	65	11	-1.0	6
CCCN1CCC(NC(=O)Nc2cccc3ccccc23)CC1	-3	0	12	4	-12	7	16	4	-9	1.0	-6

2 entries from above, with values under each structure.
Values run as follows: EBV LMP1 NFkB, NR2E3 ag-1, HIF-2a inh, MITF TRPM1 inh, C8 TRAIL sens, CF NFkB block, Peg3 promoter, Shn3 3UTR inh, NR2E3 ag-2, hiPSC survival, KKLEB cytotox
O=C(N/N=C/c1ccco1)c1cc(-c2ccccc2)n[nH]1
 : 12, 0, -107, -5, 6, 7, -65, -25, -13, 0.7, 9
Cc1nc(N2CCCCC2)c2sc(=S)n(C)c2n1
 : 6, -2, -37, -1, 3, 27, -11, -4, -8, 0.3, -6

A portion of the library. The share of hits here may be higher or lower than overall.
